Screening results (PubChem BioAssay)
RGS4-Gao reg: modulators of RGS4 binding to Galphao, primary screen, biochemical, multiplexed bead flow cytometry. Guanine nucleotide-binding protein G(o) subunit alpha (Homo sapiens), P09471. actives lie on both sides. binding response (% of control), % at 10 µM. hit rate 0.33% among 220,000. AID 1415, 2008; in the data active = binding response below about 49% or above about 150%; inactive = in between;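 note: fluorescent Galphao activated with aluminum fluoride binding bead-coupled RGS4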
Target sequence (P09471 whole entry, looked up): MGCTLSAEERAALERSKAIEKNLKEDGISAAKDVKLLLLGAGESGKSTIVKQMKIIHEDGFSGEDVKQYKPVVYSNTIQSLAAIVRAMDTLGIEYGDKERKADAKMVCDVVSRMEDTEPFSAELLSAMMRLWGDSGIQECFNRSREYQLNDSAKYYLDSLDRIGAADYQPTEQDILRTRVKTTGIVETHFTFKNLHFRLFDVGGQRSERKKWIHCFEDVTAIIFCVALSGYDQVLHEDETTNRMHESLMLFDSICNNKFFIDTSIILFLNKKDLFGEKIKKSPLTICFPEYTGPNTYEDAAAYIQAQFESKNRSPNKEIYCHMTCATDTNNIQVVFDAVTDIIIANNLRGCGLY
Bcl-B Bim block: inhibitors of Bim-Bcl-B binding, primary screen, biochemical, multiplexed, human Bcl-2 family | Bcl-2-like protein 10 (Homo sapiens), Q9HD36 | bead-based flow cytometry, Bim peptide-Bcl-B binding | inhibition, % at 10 µM | hit rate 0.073% among 190,000;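 note: 0% = tracer peptide without compound and 100% = reference inhibitor peptide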
Bcl-W Bim block: inhibitors of Bim binding to Bcl-W, primary screen, biochemical, multiplexed, bead-based flow cytometry; hit rate 0.02% among 190,000; inhibition, % at 10 µM; Bcl-2-like protein 2 (Homo sapiens), Q92843; Bim peptide-Bcl-W binding;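 note: 0% = bound tracer without compound and 100% = peptide blocker; higher means less fluorescent Bim peptide bound to Bcl-W beads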
Target sequence (Q92843 whole entry, looked up): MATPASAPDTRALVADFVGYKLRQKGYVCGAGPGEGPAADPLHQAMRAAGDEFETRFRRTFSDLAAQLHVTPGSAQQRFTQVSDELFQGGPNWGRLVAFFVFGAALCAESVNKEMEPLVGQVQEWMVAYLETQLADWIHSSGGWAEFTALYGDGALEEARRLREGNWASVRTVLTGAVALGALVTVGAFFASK
Bim-Bcl-2: inhibitors of Bim-Bcl-2 binding, primary screen, biochemical, multiplexed, human Bcl-2 family. Apoptosis regulator Bcl-2 (Homo sapiens), P10415. Bead-based flow cytometry, Bim peptide-Bcl-2 binding. inhibition, % at 10 µM. hit rate 0.06% among 190,000. AID 950, 2007; in the data active = inhibition above about 40%; inconclusive = no clear call, values can overlap the other calls;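 note: 0% = no compound wells with probe peptide and 100% = reference peptide inhibitor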
Target sequence (P10415 whole entry, looked up): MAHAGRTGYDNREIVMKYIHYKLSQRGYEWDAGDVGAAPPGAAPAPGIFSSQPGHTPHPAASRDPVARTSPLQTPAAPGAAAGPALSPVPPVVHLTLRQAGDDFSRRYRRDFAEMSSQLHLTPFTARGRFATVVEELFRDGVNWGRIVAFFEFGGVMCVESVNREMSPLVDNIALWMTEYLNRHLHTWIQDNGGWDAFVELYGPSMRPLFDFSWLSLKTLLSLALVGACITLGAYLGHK
ABCG2 inh: ABCG2 efflux pump inhibitors, primary screen, multiplex with ABCB1, IgMXP3 cells, flow cytometry; Broad substrate specificity ATP-binding cassette transporter ABCG2 (Homo sapiens), Q9UNQ0; inhibition, % at 6.6 µM; hit rate 0.1% among 190,000; JC-1 efflux;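 active = inhibition above 80%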;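 note: 0% = DMSO and 100% = nicardipine control wells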
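System: two drug-resistant human cell lines, ABCG2 and ABCB1; controls: nicardipine high and DMSO low controls; times: 10 min exposure at 25 °C with rotation, no wash; detection: flow cytometry of retained JC-1 fluorescence; read-out basis: percent efflux inhibition, scaled nicardipine 100% to DMSO 0%; doses: one concentration, 6.6 µM final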
Bim-Bfl-1: inhibitors of Bim binding to Bfl-1, primary screen, biochemical, multiplexed, bead-based flow cytometry | Bcl-2-related protein A1 (Homo sapiens), Q16548 | inhibition, % at 10 µM | Bim-Bfl-1 binding inhibition | hit rate 0.12% among 190,000 | AID 1008, 2008;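 note: 0% = wells without compound plus tracer and 100% = blocker peptide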
RGS8-Gao reg: RGS8-Galphao binding modulators, primary screen, biochemical, multiplexed bead flow cytometry; actives lie on both sides; hit rate 0.34% among 220,000; response (percent of control binding), % at 10 µM; AID 1423, 2008; in the data active = response below about 60% or above about 140%; inactive = in between;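 note: Galphao activated as the GDP aluminium fluoride complex binding bead-coupled RGS8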
ABCB1 inh: ABCB1 efflux pump inhibitors, primary screen, cell-based, multiplex, flow cytometry, ABCG2 counter-screen; CCRF-Adr cells, JC-1 efflux; inhibition, % at 6.6 µM; hit rate 0.067% among 190,000; AID 1326, 2008; in the data active = inhibition above about 40%;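 note: 0% = vehicle and 100% = reference inhibitor; higher value means more JC-1 retained so stronger ABCB1 efflux block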
Bim-Bcl-XL: inhibitors of Bim-Bcl-XL binding, primary screen, biochemical, multiplexed, bead flow cytometry, human Bcl-XL; Bcl-2-like protein 1 (Homo sapiens), Q07817; Bim peptide-Bcl-XL binding, fluorescence; inhibition, % at 10 µM; hit rate 0.04% among 190,000
Target sequence (Q07817 whole entry, looked up): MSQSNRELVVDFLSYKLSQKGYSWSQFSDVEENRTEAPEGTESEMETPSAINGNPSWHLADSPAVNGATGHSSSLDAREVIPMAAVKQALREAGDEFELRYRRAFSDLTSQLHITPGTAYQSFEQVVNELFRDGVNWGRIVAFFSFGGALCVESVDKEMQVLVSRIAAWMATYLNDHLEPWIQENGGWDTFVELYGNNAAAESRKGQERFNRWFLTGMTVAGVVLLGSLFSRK
GSH bead fluor: compound fluorescence on glutathione beads, profiling panel, artefact control, biophysical, 488/530 nm, flow cytometry; GSH beads flow cytometry, compound fluorescence 488/530 nm; active compounds read high; fluorescence (KMESF) at 10 µM; hit rate 0.25% among 190,000; in the data active = fluorescence above about 89;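 note: glutathione beads carrying GST-tagged Bcl family fusion proteins plus one bare bead set; values are compound well signal with DMSO vehicle wells as background; inactives centre near 16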
RGS7-Gao: RGS7-Galphao binding modulators, primary screen, biochemical, multiplexed bead flow cytometry. hit rate 0.35% among 220,000. actives lie on both sides. binding response (% of control), % at 10 µM; in the data active = binding response below about 49% or above about 150%; inconclusive = no clear call, values can overlap the other calls; inactive = in between;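 note: fluorescent Galphao held in activated GDP-AlF4 state binding bead-coupled RGS7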
Starred values were filed as active, the others as inactive; u = inconclusive; x = not tested or not shown; [ ] = dose if it differs, or a comment. Cut-off read from the data, not from the text of the source, unless noted: active = inhibition above about 40%. These rows are one share of the data; the hit share may differ from the screen's.

SMILES	RGS4-Gao reg	Bcl-B Bim block	Bcl-W Bim block	Bim-Bcl-2	ABCG2 inh	Bim-Bfl-1	RGS8-Gao reg	ABCB1 inh	Bim-Bcl-XL	GSH bead fluor	RGS7-Gao
CC(=NCC1CCCO1)c1c(O)n(-c2ccc(C)cc2)c(=O)[nH]c1=O (centres undefined)	100	-4	0	-6	1	-11	100	0.4	-4	16	98
Cc1cccc(CN2CCCC(C(=O)c3ccc(C(F)(F)F)cc3)C2)n1 (centres undefined)	98	-3	-2	-2	2	-7	101	0.6	-2	14	100
COc1cc(/C=C2\C(=O)NC(=O)N(c3ccccc3)C2=O)cc(OC)c1OC	91	-1	0	-2	0	-4	97	-0.2	-2	48	92
O=C(CCl)NCC1CCCO1 (centres undefined)	96	-2	0	-1	4	-6	100	0.3	-3	26	94
Cc1ccc(N2C(=O)NC(=O)/C(=C/c3cnn(-c4ccc(C)cc4)c3)C2=O)cc1	94	-4	0	4	-4	0	94	-0.7	-2	9	85
O=C(Cn1cc(C(=O)c2ccccc2F)c2ccccc21)NC1CC1	104	1	4	0	3	-2	99	0.2	2	15	98
CC(=O)c1ccc(-c2ccccc2)cc1	97	-10	-3	-5	9	-4	93	0.6	-10	9	98
COc1ccc(N2C(=O)CC(=O)NC2=O)cc1	103	-10	0	-5	-2	-10	100	-0.6	-6	40	96
CCCCn1c(C)c(C(=O)OCC)c2c(CN3CCOCC3)c(O)ccc21	100	-4	-4	-1	2	2	102	0.5	-6	18	100
CCn1c(C(=O)N2CCC(C(=O)N3CCC4(CC3)OCCO4)CC2)cc2sccc21	105	-8	-4	-10	13	-18	102	1.9	-7	24	104
CCCOC(=O)COc1cc(C)cc2oc(=O)c3c(c12)CCC3	103	-2	-4	-6	6	-3	101	0.5	-3	14	103
Cc1cccc(N2C(=O)NC(=O)/C(=C\c3cnc(-c4ccccc4)nc3)C2=O)c1	98	6	2	3	2	2	100	0.0	-1	6	101
N=C1c2ccccc2CN1CC(=O)c1ccccc1	103	-4	4	-2	1	0	103	0.1	-2	11	104
CCOC(=O)c1cc(CC)sc1/N=C/C1C(=O)NC(=S)NC1=O	98	-6	0	0	2	-3	98	0.7	-1	12	96
O=S1(=O)CC2(N3CCOCC3)CCCCCCC21 (centres undefined)	97	-7	-1	-5	0	-10	99	0.0	-4	25	98
CCN(CC)CCCN=Cc1c(O)n(CCc2ccc(OC)c(OC)c2)c(=O)[nH]c1=O	101	-1	-1	-2	-1	-3	100	-0.2	-2	13	98
CN1C(=O)CN=C(c2ccc(Cl)cc2)c2cc(Cl)ccc21	95	-4	-2	0	0	0	103	-0.1	0	22	97
CN[C@H](C)[C@H](O)c1ccccc1	96	0	1	-2	1	-2	95	x	-1	65	87
COc1ccc(NC(=O)CN2C3CCC2CC(O)(c2cccnc2)C3)cc1OC (centres undefined)	97	-3	0	-2	1	-1	98	0.1	-2	10	93
COc1ccc(CN2C(=O)NC(=O)/C(=C\c3cccc(OC)c3OC)C2=O)cc1	104	-3	1	0	-2	-2	102	-0.8	-2	11	101
CN1CCN(C(=O)COc2ccc(-c3nc4ccccc4s3)cc2)CC1	100	-8	0	-8	3	-11	101	0.5	-1	12	100
CCCCCCC(N)CC(=O)O (centres undefined)	102	-5	0	-8	-3	-8	100	0.0	-7	25	103
CCC(=NCCCn1ccnc1)c1c(O)n(Cc2ccccc2)c(=O)[nH]c1=O	92	-2	0	1	3	0	95	0.7	-4	8	96
Cc1ccnc(-n2c(C)cc(C=C3C(=O)N(C)C(=S)N(C)C3=O)c2C)c1	101	-8	2	-10	9	-16	99	0.5	0	28	101
Clc1ccccc1C1NCc2ccccc2-n2cccc21 (centres undefined)	100	-2	1	-2	1	-5	99	1.4	0	17	98
O=C1CN=C(c2ccccc2)c2oc3ccc(Br)cc3c2N1	109	-7	-3	-3	-3	-10	103	-3.3	-16	27	108
O=C1NC(=O)C(=Cc2ccc(-c3cc(Cl)ccc3[N+](=O)[O-])o2)C(=O)N1	101	3	8	9	-6	45*	71	-1.8	-2	14	94
CC1(C)CN=C(Nc2ccccc2C(F)(F)F)S1	108	-4	0	-4	2	-13	102	0.2	-6	11	100
Fc1ccc2c(c1)nnn2C1CCN(Cc2ccccc2)CC1	108	-1	0	0	2	-1	103	0.3	6	42	105
Cc1ccc(S(=O)(=O)N2CCC(C(=O)N3CCC4(CC3)OCCO4)CC2)cc1	97	3	0	-4	1	0	98	0.5	-4	4	98

Reformatted: results already given.
CCOC(=O)c1cc(CC)sc1/N=C/C1C(=O)NC(=S)NC1=O
  RGS4-Gao reg = 98	Bcl-B Bim block = -6	Bcl-W Bim block = 0	Bim-Bcl-2 = 0	ABCG2 inh = 2	Bim-Bfl-1 = -3	RGS8-Gao reg = 98	ABCB1 inh = 0.7	Bim-Bcl-XL = -1	GSH bead fluor = 12	RGS7-Gao = 96

O=C1NC(=O)C(=Cc2ccc(-c3cc(Cl)ccc3[N+](=O)[O-])o2)C(=O)N1
  RGS4-Gao reg = 101	Bcl-B Bim block = 3	Bcl-W Bim block = 8	Bim-Bcl-2 = 9	ABCG2 inh = -6	Bim-Bfl-1 = 45*	RGS8-Gao reg = 71	ABCB1 inh = -1.8	Bim-Bcl-XL = -2	GSH bead fluor = 14	RGS7-Gao = 94

Other structures.
SMILES	RGS4-Gao reg	Bcl-B Bim block	Bcl-W Bim block	Bim-Bcl-2	ABCG2 inh	Bim-Bfl-1	RGS8-Gao reg	ABCB1 inh	Bim-Bcl-XL	GSH bead fluor	RGS7-Gao
CN1CCN(c2c(N)c(=O)oc3ccccc23)CC1	111	-8	3	-10	1	-11	104	0.7	-2	50	104
CC(C)CCC1(CCc2ccncc2)C(=O)NC(=O)NC1=O	99	-4	-3	0	0	-2	99	0.1	-2	17	97
CCc1ccccc1NC(=O)CNC1CCCCC1	104	1	1	2	0	-1	103	-0.1	0	22	101
CC12CN3CC(C)(CN(C1)C3c1cccs1)C2 (centres undefined)	94	-4	-3	-5	0	-2	99	0.2	-1	22	97
COc1ccc(OCC#CCN2CCCCCC2)cc1	102	-2	0	-5	-1	-6	101	-0.3	-5	17	u
CCCCC(=O)N/N=C/c1c(O)n(C2CC2)c(=S)[nH]c1=O	92	-2	1	1	2	-1	97	0.4	-1	23	95
O=c1c2ccccc2nc(-c2ccc(-c3ccccc3)cc2)n1-c1ccncc1	101	-2	-2	-2	3	-1	101	1.1	-2	13	100
COCCNCCOc1ccc(C(C)(C)c2ccccc2)cc1	100	-3	-4	0	0	-1	98	0.3	-3	13	100
CC(=NCCN1CCOCC1)c1c(O)n(Cc2ccccc2)c(=O)[nH]c1=O	97	-3	-3	0	1	-2	98	0.3	-6	25	99
CCN1c2nc3ccccn3c(=O)c2CC2(C(=O)N(C)C(=O)N(C)C2=O)C1C (centres undefined)	104	-6	0	0	0	0	105	-0.3	-2	19	101
COc1ccc(S(=O)(=O)NC(CC(=O)N2CCC3(CC2)OCCO3)c2ccco2)cc1 (centres undefined)	99	-9	0	-10	0	-13	101	1.0	-9	31	98
CN(C)C(=O)Oc1cccc(-c2cn3cc(Cl)ccc3n2)c1	99	-1	-1	0	-1	0	101	-0.4	-5	10	101
Cc1ccccc1-n1c(O)c(/C=N/N2CCOCC2)c(=O)[nH]c1=S	150*[activator]	-9	-8	-1	0	-1	84	1.1	-6	18	138
CCc1nc(N2CCNCC2)c(C#N)c2c1CSC(C)(C)C2	97	-1	1	0	2	0	101	0.7	-1	11	103
Brc1ccc2[nH]cc(/C=N/N3CCCCC3)c2c1	105	-5	-4	-2	11	-1	99	3.3	-6	22	98
Cc1cc(NC(=O)COC(=O)c2c(C)nn(Cc3ccccc3)c2C)no1	106	-6	-1	-11	4	-9	103	0.7	-3	42	101
COc1ccc(N=C(C)c2c(O)n(C3CCCCC3)c(=O)[nH]c2=O)c(OC)c1	101	4	0	0	3	-1	101	0.9	1	21	103
COc1ccccc1N1C(=O)NC(=O)C(CCc2ccncc2)(CCc2ccncc2)C1=O	105	-2	5	0	-1	-1	107	-0.1	3	11	104
CN1CSC(=S)N(C)C1	96	-6	-2	-3	0	0	99	-0.1	-2	17	98
CCN1CCN(Cc2ccc(C)cc2C)CC1	105	-2	-1	0	0	0	101	0.2	-4	10	100
O=C(Cc1ccccc1)N1CCN(C2CCCCCC2)CC1	100	-3	-1	-3	3	-4	103	0.1	-1	11	106
CC1=CC(=Cc2sc3ccccc3[n+]2C)C=C(C)O1	98	3	1	0	3	0	98	-0.1	-3	25	101
CN(C)C(=O)OCc1n(C)cc[n+]1C	106	-1	-1	4	4	0	105	0.0	-1	7	102
CCOP(=O)(C#CC(C)(C)C)C1(O)CCCCC1 (centres undefined)	89	-6	5	-9	0	-12	97	0.1	0	46	99
CN1CCN(CCOC2c3ccccc3CSc3ccc(Cl)cc32)CC1 (centres undefined)	99	-12	-1	-18	9	-7	98	1.1	-6	17	99
COc1ccc(N=C(C)c2c(O)n(C)c(=O)n(C)c2=O)c(OC)c1	102	-6	-1	-7	40	-17	102	5.7	-8	31	98
CC12CN3C(O)C(C)(C1)CC(C)(C2)C3O (centres undefined)	100	-4	3	-3	1	-6	101	0.3	-10	57	103
O=c1c(/C=N/N2CCOCC2)c(O)n(-c2ccccc2)c(=S)n1-c1ccccc1	101	-12	-5	0	12	-10	102	0.2	-11	20	102
CCOC(=O)C1=C(N)OC2=C(C(=O)CCC2)C12C(=O)Nc1ccccc12 (centres undefined)	101	-6	-4	-4	0	-5	101	0.4	-7	34	102
CCOc1cc(/C=C2/C(=O)NC(=O)N(c3ccc(CC)cc3)C2=O)ccc1OC(=O)c1cccs1	103	-9	0	-6	1	-10	104	0.1	-7	16	100
O=C(O)Cn1cc(C(=O)c2ccccc2)c2ccccc21	101	-8	-2	-4	23	-16	102	1.4	-10	25	101
CC1=NN(Cc2c[nH]c3ccccc23)C(C)(C)C1	99	3	-2	1	-2	3	100	0.4	-2	21	109
Cc1nonc1-c1nc(-c2nonc2N)n[nH]1	104	1	0	0	0	-2	100	0.0	0	23	103
COc1ccc(OC)c(N2C(=O)NC(=O)/C(=C/c3ccc([N+](=O)[O-])s3)C2=O)c1	109	2	1	4	-5	23	105	-1.8	-1	18	109
Cc1cccc(NC(N)=S)c1	98	-2	-2	1	1	0	98	0.1	-2	16	98
Cc1cccc(C)c1NC(=O)c1cccn(Cc2ccc3c(c2)OC(F)(F)O3)c1=O	91	-3	-2	-2	5	-4	91	1.1	-7	13	91
